mcGAS RapidFire: mouse cGAS inhibition by mass spec | Q8C6L5 | recombinant mouse cGAS, cGAMP by RapidFire MS | inhibition, % at 12.5 µM | hit rate 0.18% among 130,000 | AID 1259397;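 active = inhibition of cGAS enzyme activity at or above 60%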;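 note: enzyme stimulated by 45 bp dsDNA with ATP and GTP substrates; cGAMP share of summed cGAMP plus half ATP and half GTP signals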
Target sequence (Q8C6L5 whole entry, looked up): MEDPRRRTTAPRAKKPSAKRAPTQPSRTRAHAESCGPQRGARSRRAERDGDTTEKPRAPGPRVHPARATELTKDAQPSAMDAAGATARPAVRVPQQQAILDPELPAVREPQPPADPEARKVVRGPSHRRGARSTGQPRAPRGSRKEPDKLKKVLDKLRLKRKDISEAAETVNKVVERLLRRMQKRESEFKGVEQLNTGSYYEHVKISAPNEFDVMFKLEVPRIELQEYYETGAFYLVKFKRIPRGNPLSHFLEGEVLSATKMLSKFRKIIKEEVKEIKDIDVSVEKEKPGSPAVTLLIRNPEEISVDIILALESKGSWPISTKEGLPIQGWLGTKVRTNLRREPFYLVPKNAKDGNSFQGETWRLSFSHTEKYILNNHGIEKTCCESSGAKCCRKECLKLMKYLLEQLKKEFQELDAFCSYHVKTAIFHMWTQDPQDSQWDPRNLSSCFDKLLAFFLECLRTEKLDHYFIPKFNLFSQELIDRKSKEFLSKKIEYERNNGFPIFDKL
* = called active by the depositor; & = joins results of further samples.

molecule	mcGAS RapidFire
N#Cc1ccc(CN(Cc2ccc(C#N)cc2)S(=O)(=O)c2cc(F)ccc2F)cc1	-8
CC(=O)N1c2ccccc2C2(O)NC(=S)N(C)C12 (centres undefined)	-4
Cc1ccc2[nH]c(CCC(=O)N3C[C@H]4C[C@H](O)[C@H](O)C[C@H]4C3)nc2c1C	-15
CC(C)(C)N1C=C(NCc2ccccc2)OS1=O (centres undefined)	-34
CCOc1ncccc1-c1cc(C(=O)N2CCOCC2)ccn1	-12
C[C@H]1COc2c(C3(N)CC3)c(F)cc3c(=O)c(C(=O)O)cn1c23	-5&0
CCOC(=O)C1(NC(C)=O)CC(C)(CBr)OC1=O (centres undefined)	2
CCc1cnc(C)nc1N1C[C@H]2CC=CC[C@H]2C1	-21
CCc1ccc(CN(C)Cc2c(C(=O)N3CCOCC3)nc3c(C)cccn23)nc1	-4
CCC(CC)(CCO)CNC(=O)C1CCCOC1 (centres undefined)	-5
O=C1OC(c2ccc(Cl)cc2)=NC1=Cc1ccc(F)c(F)c1	-5
O=c1[nH]ncc(N2CCOC(c3ccc(Br)cc3)C2)c1Cl (centres undefined)	-18
Cc1[nH]oc(=O)c1N=Nc1ccc2[nH]c(=O)[nH]c2c1	-3
CCOC(=O)C(O)(CC(=O)Nc1cc(F)ccc1C)C(F)(F)F (centres undefined)	-2
CN1CCN([C@@H]2CCN(Cc3ccc4cc(F)ccc4n3)C[C@H]2O)CC1	-2
O=C(O)c1cnc(Nc2ccc(F)c(F)c2)c(Cl)c1	2
O=C(c1cc(-c2csc(NC3CCCC3)n2)c[nH]1)N1CCCC1	3
Fc1ccccc1-c1nnc(-c2ccc3c(c2)OCO3)o1	-25
CC(C)COc1ccc(NS(=O)(=O)c2cccnc2Cl)cc1Cl	4
O=C(O)CCc1nnc(SCC(=O)Nc2ccc(Cl)c(Cl)c2)[nH]c1=O	7
CC(C)Oc1ccc(C(=O)Nc2c3c(nn2C(C)(C)C)CS(=O)C3)cc1 (centres undefined)	-4
Cc1nc(N2CCOCC2)[nH]c(=O)c1CCC(=O)N(C)Cc1ccc2c(c1)OCO2	-23
Cc1nn(Cc2ccccn2)c(=O)c2c1cnn2-c1ccccc1	-8
Cn1cccc1C=CC(=O)OCC(=O)NC1(C#N)CCCC1	7
CCCS(=O)(=O)Nc1cc(NC(=O)C2CCOC2)c(F)cc1F (centres undefined)	-3
CC(C)N1C(=O)COCc2cc(-c3cnn(C)c3)ccc21	-12
Cc1ccccc1Oc1cc(-c2ccccc2)nc(SCc2cccc(C#N)c2)n1	-2
O=C(COc1cc(Cl)ccc1Cl)Nc1ccc2c(c1)C(=O)c1ccccc1C2=O	-9
CNC(=O)CCN(C)C1CCN(c2cccc(C)c2C)CC1	-23
COc1ccc(C(C)=O)cc1Cn1c(C)c(C(=O)NCC(C)C)sc1=O	-1

4 of the entries above in order of their number in mcGAS RapidFire, rising:
Structure	mcGAS RapidFire
O=C1OC(c2ccc(Cl)cc2)=NC1=Cc1ccc(F)c(F)c1	-5
CC(C)Oc1ccc(C(=O)Nc2c3c(nn2C(C)(C)C)CS(=O)C3)cc1 (centres undefined)	-4
CN1CCN([C@@H]2CCN(Cc3ccc4cc(F)ccc4n3)C[C@H]2O)CC1	-2
O=C(O)c1cnc(Nc2ccc(F)c(F)c2)c(Cl)c1	2

Next structures.
molecule	mcGAS RapidFire
COc1ccc(-c2cc(-c3ccccc3)[o+]c(-c3ccccc3)c2)cc1	-7
CC(=O)N1CCn2nc(C(=O)NCC3(c4ccccc4)CCOCC3)cc2C1	-12
CC(c1nc2ccccc2s1)N(C)C(=O)c1cccnc1N1CCCC1 (centres undefined)	1
CC(C)(C)NCC(O)COCCC12CC3CC(CC(C3)C1)C2 (centres undefined)	0
CC(=O)N(c1nc(/C=C/C(=O)O)cs1)c1ccccc1F	-2
O=c1[nH]c(CNCc2ccco2)nc2scc(-c3ccccc3Cl)c12	-7
CC(=O)Nc1c(I)cc(I)c(C(=O)O)c1I	-7
Cc1ccc(-n2nc3c(c2NC(=O)CCC2CCCCC2)CS(=O)(=O)C3)c(C)c1	-4
CN(Cc1ccccc1)C(=O)CCC1CCN(C(=O)Nc2ccc3c(c2)OCO3)CC1	-2
CN(Cc1ccccc1)C(=O)Nc1cc(S(C)(=O)=O)ccc1Cl	-11
CCCN(C(=O)/C=C/c1ccccc1)C(C)C(=O)Nc1ccccc1 (centres undefined)	-24
CCCCC1C=CCN1C(=O)c1cccnc1N1CCOCC1 (centres undefined)	-10
C=C(C)Cn1c(N/N=C\c2ccc(O)cc2O)nc2c1c(=O)n(C)c(=O)n2C	-2
CCn1c(N)c2c(=O)n(CC)c3c(c2c(C#N)c1=O)CCc1ccccc1-3	-3
O=C(C1CN(C(=O)c2cc(C3CC3)nn2-c2ccccc2)c2ccccc2O1)N1CCCCC1 (centres undefined)	-3
Cc1cc(CO)c(C)n1-c1cccc2ccccc12	-15
Cc1nc(NS(=O)(=O)c2ccccc2)sc1C(=O)NCc1c(F)cccc1F	6
O=C(c1ncccc1O)N1CCCC(N2CCOCC2)C1 (centres undefined)	46
CN(C)C1(CNc2nccc(C3CCCC3)n2)CCOCC1	-7
OC(C1CCCN1Cc1cc(Cl)nc(Cl)c1)C(F)(F)F (centres undefined)	-49
COc1ccc(C2SCC(=O)N2Cc2cn3ccccc3n2)cc1 (centres undefined)	-4
Cc1nc2c(c(N3CCCC3)n1)CCN(C(=O)c1cn3c(C)cccc3n1)C2	-13
Cc1cc(C(=O)CSc2nnc(N)s2)c(C)n1C1CC1	-3
COc1ccc2cc(C3CN(Cc4cc5n(n4)CCNC5)CCO3)ccc2c1 (centres undefined)	-10
COc1ccc(CCNC(=O)CN2CCCC3(CNC(=O)O3)C2)cc1 (centres undefined)	-21
Cc1cccc(-n2c(SCCO)nc3ccccc3c2=O)c1C	-10
CCSc1nc(N2CCOCC2)c2cnn(CCN)c2n1	-7
Cn1nnc(NC(=S)NC(=O)c2ccc(C(C)(C)C)cc2)n1	-7
COc1ccccc1Oc1cc(C#N)c(C#N)cc1-n1nnc2ccccc21	-1
Cc1ccccc1CN1CCN(c2nc3c(c(=O)[nH]c(=O)n3C)n2CC(C)C)CC1	2
Cc1nn(C)c(C)c1CC(C)NC(=O)N1CC(C)c2ccccc21 (centres undefined)	-6
O=C1CC(c2ccccc2)N(C(=O)C2CC2c2ccc(F)cc2)CCN1 (centres undefined)	7
CCNC(=S)N(Cc1ccco1)C1CC(=O)N(c2ccc(F)cc2)C1=O (centres undefined)	-2
O=C1OC2(C(=O)c3ccccc3C2=O)C(=C(O)c2cccc(Br)c2)C1=O	-1
Brc1ccc(-c2cnc(Cn3ccnc3)o2)cc1	-14
CCC1CN(C(=O)NCC2(c3ccccc3)CC2)CCO1 (centres undefined)	-20
Cc1nnc(Sc2nc3c(c(=O)[nH]c(=O)n3C)n2CCCc2ccccc2)s1	-3
CN1C[C@H](NC(=O)c2ccc3cccc(Cl)c3n2)C[C@H]1CO	-15
CN1CCCC(N2CCN(CCCCCCO)CC2)C1 (centres undefined)	0
COCC(C)NCCn1[nH]c(=O)ccc1=O (centres undefined)	-13
Cc1ccc(NC(=O)c2cnn(-c3ccc(-c4nc(C5CC5)no4)cn3)c2C)cc1	-4
O=C(Cn1c(CO)cnc1SCCc1ccccc1)NCc1ccc(F)cc1	0
CC(CNC(=O)Nc1ccn(CC(=O)N2CCOCC2)n1)N(C)c1ccccc1 (centres undefined)	-5
c1ccc(NC2CCCCC2)nc1	-15
COc1c(C)cc(C(O)c2ncc(-c3cccc(F)c3)[nH]2)cc1C (centres undefined)	-8
COc1cccc(N2CCN(c3nncc(-c4ccccc4)n3)CC2)c1	2
O=C(OC1C2CCC1C1CN(CCc3ccccc3)CC12)c1ccccc1 (centres undefined)	1
CC1(C)CC(=O)c2sc(N)nc2C1	-6
O=C(C(Cc1cnc[nH]1)n1cccc1)N1CC2C[C@@H]3CC1C[C@H](C2)C3 (some centres undefined)	-6
CNc1ccncc1S(=O)(=O)NC	-7
COc1ccc(/C=C2N=C(/C=C/c3cccc(Cl)c3Cl)OC\2=O)cc1	0
Cc1ccc2c(c1)C(=O)C1(O)CCN(c3ccccc3)C1=N2 (centres undefined)	7
O=C(Nc1ccc2c(c1)CN(C(=O)c1cccs1)CC2)c1ccccc1Cl	-3
CCCOC(=O)CC1Sc2ccccc2NC1=O (centres undefined)	-6
CCCNCc1c(-c2ccc(F)cc2)noc1N1CCN(C)CC1	-9
CC(NC1CCc2ccccc21)C(=O)c1c(N)n(C)c(=O)n(C)c1=O (centres undefined)	0
Cc1ccccc1N1CCN(C2CCCN(Cc3cccc4nonc34)C2)CC1 (centres undefined)	-3
O=C(CCOc1ccc(Cl)cc1)N1CCOC(COc2cccc(C(F)(F)F)c2)C1 (centres undefined)	-6
O=C(NCCC1CC2CCC1C2)C1CCCN1C(=O)c1ccccc1O (centres undefined)	-14
Cc1oc(-c2ccc(Cl)cc2)nc1C(=O)Nc1ncccc1O	-20

5 entries picked at random from those above, as already listed:
molecule	mcGAS RapidFire
Brc1ccc(-c2cnc(Cn3ccnc3)o2)cc1	-14
CNc1ccncc1S(=O)(=O)NC	-7
Cc1ccc2c(c1)C(=O)C1(O)CCN(c3ccccc3)C1=N2 (centres undefined)	7
CN1CCCC(N2CCN(CCCCCCO)CC2)C1 (centres undefined)	0
COCC(C)NCCn1[nH]c(=O)ccc1=O (centres undefined)	-13

Following part
molecule	mcGAS RapidFire
COc1ccccc1C(=O)N1CCC(O)(c2cccc(C)c2C)CC1	-38
CN1CCC(Nc2cc(F)cc(Br)c2)C1=O (centres undefined)	-9
O=C(C1CNCCN1C(=O)CCn1nnc2ccccc21)N1CCOCC1 (centres undefined)	-12
N#Cc1cnc(NCc2ccc(N3CCOCC3)c(F)c2)c(Cl)c1	-1
CCN(CC(=O)Nc1cc(Cl)ccc1C)C(=O)c1ccc(C2SCCS2)cc1	-2
CCn1cc(-c2nnc(SCC(=O)c3ccccc3)n2C)ccc1=O	-6
Cn1cc(NC(=O)c2cc3ccccc3cc2NC(=O)OC(C)(C)C)cn1	9
CC(C)(O)CNC(=O)C1CCCN1C1CCN(CC(F)(F)F)CC1 (centres undefined)	-11
C=Cc1ccc(C(=O)NC2CC(=O)N(CCc3ccccc3)C2)cc1 (centres undefined)	10
Cc1nn(CC(=O)NC2CC2)c(C)c1S(=O)(=O)N1CCOCC1	-12
CCCC1=NN(C(C)=O)C(C(=O)NCCCN2CCCCC2C)O1 (centres undefined)	-5
CCN1CCN(c2ccc(NC(C)C(=O)NCc3ccc(Cl)cc3)c(C)c2)CC1 (centres undefined)	8
CC1CCc2ccccc2N1CCNC(=O)c1ccn[nH]1 (centres undefined)	-4
Cc1cccnc1-n1nc(C2CC2)nc1Cn1nc(C)c2ccccc2c1=O	-6
COCCS(=O)(=O)N(Cc1ccc(F)cc1)C1CC1	2
CC(NC(=O)c1cccs1)C12CC3CC(CC(C3)C1)C2 (centres undefined)	-7
O=S(=O)(c1ccc(Cl)c(NC2=NCCCS2)c1)N1CCOCC1	-2
CCn1c(C2CCCN(C(=O)Cc3sc(C)nc3C)C2)nn(C)c1=O (centres undefined)	-9
O=C(Nc1cccc(/C=C/c2ccccn2)c1)C1CC(=O)N(C2CCCC2)C1 (centres undefined)	-2
Cc1noc(C)c1C1CCCN1Cc1ccc(-c2ccn[nH]2)o1 (centres undefined)	14
Cc1nnc(SCC(=O)N2CCCC2c2cc(C(C)C)on2)s1 (centres undefined)	-8
CCOc1ncccc1CN1CCCC(C(=O)Nc2ccc(OC)nc2)C1 (centres undefined)	2
O=C1NCC2(CCCN(C(=O)CCc3cn4ccccc4n3)CC2)O1 (centres undefined)	2
Cc1ccc(C(=O)c2nc3c(n2O)CCCCC3)cc1	90*
CCc1cnc2c(c1NCCC(c1ccccc1)c1ccccc1)c(=O)n(C)c(=O)n2C	-5
CN1CCN(C)C2(CCN(C(=O)c3cc4c(Cl)cccc4[nH]3)CC2)C1	-39
Cc1cccc(C)c1NC(=O)c1cccc(CN(C)C(C)c2ccco2)c1 (centres undefined)	-22
CN(Cc1cc(C(C)(C)C)n[nH]1)C(=O)c1cccc(C#CC(C)(C)O)c1	-32
O=C(C1CCCO1)N(Cc1ccc(-c2ccccc2)cc1)Cc1cc2ccccc2o1 (centres undefined)	1
Brc1ccccc1-c1nnc(CSc2nnc(-c3ccc[nH]3)o2)o1	12
COc1ccc(CNC(=O)c2c(C)[nH]n(-c3ccccc3)c2=O)cc1OC	-6
CCOc1ccc(C2=C(C(=O)CC)Sc3nnc(Cc4ccccc4)n3N2C(=O)CC)cc1	-1
CN(C)CCOC(c1ccc(Cl)cc1)c1ccccn1 (centres undefined)	-7&-4&1
CCCNC(=O)CN1CC(c2ccsc2)CC1C (centres undefined)	1
O=S(=O)(Nc1ccccn1)c1ccc(Sc2ccc(Cl)cc2)nc1	1
CC(C)c1cc(-c2nn3c(C4COc5ccccc5O4)nnc3s2)n[nH]1 (centres undefined)	70*
O=c1c(Cl)c(NC(c2ccccc2)c2cccs2)cnn1-c1ccc(C(F)(F)F)cn1 (centres undefined)	6
CCCOc1ccc(Br)cc1C(=O)N1CCOCC1	-4
CCOc1ccc(C)cc1S(=O)(=O)Nc1ccc(I)cc1	-13
COc1ccc(C)cc1C(=O)Nc1cc2c(cc1Cl)OCO2	-2
CS(=O)(=O)c1ccc(C(=O)OC/C=C/c2ccccc2)cc1	8
CC(C)CNc1nc(-c2ccc(S(=O)(=O)N3CCCC3)cc2)cs1	-1
CCOc1ccc(C2=C(C(=O)CC)Sc3nnc(CC)n3N2C(=O)CC)cc1	-3

Screening results from PubChem BioAssay.

Not all compounds are listed, so the mix of outcomes need not match the whole.
